Screening results: PubChem BioAssay, The Scripps Research Institute Molecular Screening Center
FBW7 activator – FBW7 E3 ligase activators, primary screen, biochemical, AlphaScreen, human; F-box/WD repeat-containing protein 7 (Homo sapiens), Q969H0; AlphaScreen FBW7–phospho-cyclin E peptide binding, activator screen; normalized activity (activation), % at 26.1 µM; 0.13% of 650,000 active; AID 1259310, 2017; in the data active = normalized activity above about 1.9%;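 note: purified mutant Fbw7 with reduced substrate affinity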
TEAD-YAP inh – TEAD-YAP interaction inhibition, primary screen, TEAD-YAP interaction inhibitor project, luminescence, HEK-TIYL cells | TEAD-Gal4/YAP UAS-luciferase luminescence | 1.4% of 640,000 active | inhibition, % at 9.12 µM | AID 1259422, 2018; in the data active = inhibition above about 32%;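 note: 0% = median of test compound wells and 100% = reference inhibitor wells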
MITF primary – MITF inhibitors, primary screen, biochemical, AlphaScreen, human; 0.91% of 650,000 active; Microphthalmia-associated transcription factor (Homo sapiens), O75030; inhibition, % at 2.6 µM; AlphaScreen MITF homodimerization, bead proximity signal; in the data active = inhibition above about 50%;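 note: 0% = vehicle wells with protein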
Target sequence (O75030 whole entry, looked up): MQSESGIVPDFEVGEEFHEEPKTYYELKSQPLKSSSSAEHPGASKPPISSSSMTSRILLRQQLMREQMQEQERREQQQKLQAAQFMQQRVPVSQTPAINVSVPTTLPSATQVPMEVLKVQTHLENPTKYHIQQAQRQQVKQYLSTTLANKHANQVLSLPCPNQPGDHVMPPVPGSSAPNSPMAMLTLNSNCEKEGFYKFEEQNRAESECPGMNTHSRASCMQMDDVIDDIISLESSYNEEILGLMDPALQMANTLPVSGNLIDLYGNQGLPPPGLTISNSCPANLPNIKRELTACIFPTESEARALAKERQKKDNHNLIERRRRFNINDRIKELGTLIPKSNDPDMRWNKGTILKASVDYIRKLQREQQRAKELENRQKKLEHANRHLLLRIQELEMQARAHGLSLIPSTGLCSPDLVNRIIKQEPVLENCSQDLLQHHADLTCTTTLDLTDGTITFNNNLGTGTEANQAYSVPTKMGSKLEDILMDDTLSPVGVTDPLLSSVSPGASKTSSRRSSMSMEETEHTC
GPR151 activ – activators of human GPR151, primary screen, cell-based, PathHunter beta-arrestin, luminescence. G-protein coupled receptor 151 (Homo sapiens), Q8TDV0. PathHunter beta-arrestin GPR151 cells. activation, % at 11.2 µM. 1% of 650,000 active. AID 1508602, 2020; in the data active = activation above about 4.9%;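 note: 0% = median of compound wells and 100% = cells with positive control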
Target sequence (Q8TDV0 whole entry, looked up): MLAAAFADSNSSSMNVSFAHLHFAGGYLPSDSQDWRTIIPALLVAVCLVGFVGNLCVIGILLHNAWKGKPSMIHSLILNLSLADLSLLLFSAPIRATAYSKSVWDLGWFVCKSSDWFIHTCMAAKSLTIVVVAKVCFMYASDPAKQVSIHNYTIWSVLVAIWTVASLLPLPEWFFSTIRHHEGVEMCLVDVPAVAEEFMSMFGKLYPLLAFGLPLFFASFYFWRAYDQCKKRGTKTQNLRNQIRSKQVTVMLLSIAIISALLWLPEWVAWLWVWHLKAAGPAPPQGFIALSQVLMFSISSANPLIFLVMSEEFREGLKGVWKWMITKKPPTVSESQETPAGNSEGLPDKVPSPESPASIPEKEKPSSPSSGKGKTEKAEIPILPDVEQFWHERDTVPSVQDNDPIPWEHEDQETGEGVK
Numbers without * were called inactive.

The line under a structure holds: FBW7 activator	TEAD-YAP inh	MITF primary	GPR151 activ
CCC(CC)NC(=O)COC(=O)c1cccc(S(N)(=O)=O)c1
 : 0.0	3.5	15.7	0.6
CCN1C(=O)C2C(c3ccccc3C)NC(CO)(C(=O)OC)C2C1=O (configuration not stated)
 : 0.3	5.1	4.1	-0.7
CCCCNCCOCCOc1ccc(Br)cc1
 : 0.0	6.7	41.8	-0.6
CC(=O)c1c(C)oc2c(Cl)cc(NS(=O)(=O)c3ccc(C)cc3)cc12
 : 0.1	6.1	-3.6	0.6
COc1ccccc1C1C(C#N)=C(N)Oc2n[nH]c(-c3ccccc3)c21 (configuration not stated)
 : 0.0	7.2	2.3	0.3
COc1ccc2c(C)nc(N3CCC(NCc4cccc(F)c4F)CC3)nc2c1
 : -0.2	-5.4	-5.4	-1.3
Cc1cc(C)n(CCCNCC(O)c2ccccc2)n1 (configuration not stated)
 : -0.1	0.4	16.9	1.2
CN(C)c1nc2c([nH]1)c(=O)n(C)c(=O)n2C
 : 0.0	11.9	18.1	-0.8
O=C(NC(=S)N1CCCCC1)c1cccs1
 : 0.2	-2.6	17.9	-1.3
COC(=O)c1sc2nc(CSc3nc4nc(C)cc(C)n4n3)[nH]c(=O)c2c1C
 : 0.0	-0.2	-3.6	0.9
O=C(c1ccc(Cl)cc1)N1CCN(c2ccc([N+](=O)[O-])cc2)CC1
 : 0.0	-0.6	13.5	1.1
O=C(O)Cn1nc(C(F)(F)F)c2c1CCCCC2
 : 0.1	7.2	3.3	0.0
CC(=S)Nc1c(O)[nH]c2ccccc12
 : -0.1	10.9	-5.6	0.5
CCn1c(=O)c2c(nc3n(-c4cccc(C)c4)c(C)cn23)n(C)c1=O
 : 0.0	15.1	7.8	0.6
Cn1c(=O)[nH]c(=O)c2c1nc(N)n2Cc1ccc(F)cc1
 : -0.1	-8.0	-5.6	-0.3
O=C(CC(=O)c1ccccc1)Nc1ccccn1
 : 0.1	-50.3	6.5	-1.4
COc1ccc2nc(N3CCC(C(=O)NCC(C)CN4CCC(C)CC4)CC3)sc2c1 (configuration not stated)
 : -0.1	-17.4	4.6	-0.1
O=C(COc1ccccc1)NC(Cc1ccc(O)cc1)C(=O)O (configuration not stated)
 : 0.0	-0.9	-8.9	-1.6
CCCC(=O)N(Cc1cc2cc(OC)ccc2[nH]c1=O)C(C)(C)C
 : -0.1	3.6	-12.3	0.2
CCCCCn1c(N)c(C#N)c2nc3ccccc3nc21
 : 0.1	6.2	35.3	8.2*
CCN(CC)c1ccc(C2(O)C(=O)c3ccccc3C2=O)cc1
 : -0.1	4.1	0.1	0.8
CC1=C(C(=O)OCCc2ccccc2)C(c2cccs2)NC(=O)N1 (configuration not stated)
 : 0.1	0.9	6.6	-0.1
COc1ccc(C/C(N)=N/OC(=O)COc2ccc(Br)c(C)c2)cc1OC
 : 0.2	-4.3	20.1	-1.4
Nc1cc(-c2ccccc2)nn1S(=O)(=O)c1ccc([N+](=O)[O-])cc1
 : 0.0	9.3	22.2	-0.4
CCOC(=O)CN(Cc1cccs1)S(=O)(=O)c1c(C)cc(C)cc1C
 : 0.1	-9.5	1.8	-1.7
CCN1C(=O)/C(=C\c2ccc(OC)c(OC)c2)C(C(=O)OC)=C1C
 : -0.2	6.0	3.9	0.2
O=C(Cn1nc(-c2ccccc2)ccc1=O)NCC1CC1
 : 0.1	-3.2	-6.3	-0.6
COc1ccc(NC(=O)COc2ccc(C#N)cc2OC)cc1
 : 0.0	13.3	4.0	0.1
CN1CCN(c2ccccc2NC(=O)Cc2ccc(Cl)cc2)CC1
 : 0.0	-8.6	-0.5	6.1*
Cc1cncc2c(S(=O)(=O)N3CC[C@H](NC(=O)CNC(=O)OC(C)(C)C)C3)cccc12
 : 0.2	4.3	6.0	-1.6
O=C1C(=O)N(CCN2CCOCC2)C(c2cccs2)/C1=C(/O)c1ccccc1 (configuration not stated)
 : -0.2	-2.8	-4.8	-0.3
COc1cc(C)ccc1OCCCCN1CCNCC1
 : 0.0	2.2	62.6*	0.2
CCCC1=NN2C(=N)/C(=C/c3cc(Br)ccc3OCCOc3ccc(C(C)CC)cc3)C(=O)N=C2S1 (configuration not stated)
 : 0.4	-10.9	22.9	-0.4
Cc1nc(Oc2ccc(Cc3ccccc3)cc2)c2c3c(sc2n1)CCCC3
 : -0.1	2.9	5.8	-1.0
CC1(C(=O)n2nnc3ccccc32)CC1(Br)Br (configuration not stated)
 : -0.1	-6.8	-4.7	-0.1
CCOC(=O)C(C(C)C)N(Cc1cccc(C)c1)S(=O)(=O)c1ccc([N+](=O)[O-])cc1 (configuration not stated)
 : -0.1	0.2	15.2	-0.3
COc1ccc(S(=O)(=O)N(CC(N)=O)Cc2ccccc2)cc1C
 : 0.0	-6.1	7.5	-0.6
CC1(C(=O)NC(=S)N(CCO)c2ccccc2)CC1(Cl)Cl (configuration not stated)
 : -0.1	-11.6	0.7	-0.5
O=C1/C(=C/C2=Cc3ccccc3OC2)SC(=S)N1CC1CCCO1 (configuration not stated)
 : -0.1	-1.6	2.5	-1.1
O=C1NC(=O)N(c2ccccc2)C(=O)/C1=C\c1cccc(Br)c1
 : 0.5	8.5	16.4	-2.0
CCOc1ccc(C2CC(c3ccccc3)n3nc(N)nc3N2)cc1 (configuration not stated)
 : -0.1	8.3	2.2	0.3
CC1(c2ccc(Cl)cc2)NC(=O)N(CC(=O)Nc2cc(F)ccc2F)C1=O (configuration not stated)
 : 0.0	-8.6	-0.1	-0.7
Cc1ccc(CNC(=O)c2ccccc2N(C)S(C)(=O)=O)cc1
 : 0.1	2.8	3.0	-0.1
Cc1cnc(C(=O)N2CCCC(c3nc(C)ncc3-c3ccncc3)C2)cn1 (configuration not stated)
 : 0.3	-17.8	14.0	-1.2
CCOc1ccc(C2C(C#N)=C(SCc3ccc(Cl)cc3)NC(=O)C2C(=O)OC)cc1 (configuration not stated)
 : 0.1	0.0	14.2	-0.1
COc1ccc(-c2cc(C(=O)Nc3cccnc3)c3ccccc3n2)cc1
 : 0.2	-8.3	3.2	-0.1
Cc1ccc(C(=O)Nc2nnc(S(=O)(=O)N3CCCc4ccccc43)s2)cc1
 : 0.2	-13.1	-3.9	-1.3
O=C(O)c1ccc(SCc2ccc(Cl)cc2)c([N+](=O)[O-])c1
 : -0.1	-6.7	17.4	1.6
COc1ccccc1Nc1nc2nonc2nc1N/N=C/c1ccccc1F
 : 0.0	1.5	-6.4	-0.9
Cc1cccc(Nc2nnc(SCC(=O)c3cccs3)s2)c1
 : 0.1	-6.0	1.7	1.1
N#CC1(Br)C(=O)c2ccccc2CC12CCCC2 (configuration not stated)
 : 0.0	0.4	-6.6	-0.1
O=C(CSCc1c(F)cccc1Cl)NCc1ccncc1
 : 0.0	0.3	0.4	2.6
CN1CCN(C(=O)CN2C(=O)/C(=C/c3ccccc3F)Sc3ccccc32)CC1
 : 0.2	0.1	0.8	0.2
CCOc1cc(-c2noc(CCCC(=O)Nc3ccc(C)cc3)n2)ccc1OC
 : -0.1	6.5	-14.1	1.0
Cc1cc(C(=O)N2CCN(c3ccc4cccc(-c5cccc(C#N)c5)c4n3)CC2)nn1C
 : 0.1	18.0	1.1	0.9
CC(=O)N(CN1C(=O)c2ccc(Br)cc2C1=O)c1ccc(F)cc1
 : 0.0	-5.3	2.0	-0.3
CNC(=O)C(C)NS(=O)(=O)c1ccc(C)cc1 (configuration not stated)
 : 0.7	4.0	15.9	-0.6
CC(NC(=O)CCc1nnc(-c2ccsc2)o1)c1ccc(F)cc1 (configuration not stated)
 : -0.1	4.9	6.5	-0.2
Cc1ccc2nc(NCCNC(=O)c3ccccc3)c(C#N)cc2c1
 : -0.1	0.5	-14.3	-0.9
CC(NC(=O)/C(=C/c1ccc(Cl)cc1)NC(=O)c1ccccc1)C(=O)O (configuration not stated)
 : 0.1	-0.4	-0.2	1.8

(listing goes on)
The line under a structure holds: FBW7 activator	TEAD-YAP inh	MITF primary	GPR151 activ
O=c1[nH]n(-c2ccc(Cl)cc2)c(=O)c2ccccc12
 : 0.5	-4.5	23.8	-1.0
CC1(c2ccc3c(c2)OCO3)NC(=O)N(Cc2ccccc2F)C1=O (configuration not stated)
 : 0.0	14.6	0.8	0.3
CC(NC(=O)c1cccnc1)c1nc(-c2cccnc2)n[nH]1 (configuration not stated)
 : 0.5	10.8	2.7	0.7
CN(C)CCNC(=O)C1CN(Cc2ccccc2)CCN1S(C)(=O)=O (configuration not stated)
 : 0.3	-0.1	9.2	0.3
COc1cccc(-c2cn[nH]c2C2CCN(Cc3ccc(NC(C)=O)cc3)CC2)c1
 : 0.2	-7.3	-9.4	0.7
O=C(Oc1ccc2ccccc2c1)C1C2CCCC1C2c1ccccc1 (configuration not stated)
 : -0.1	14.5	-4.2	-0.4
Cc1cc(C)c(C(=O)/C=C/c2ccc(N(C)C)cc2)c(=O)[nH]1
 : 0.0	9.8	-2.8	1.3
COc1ccc(OC)c(NC(=O)COc2ccccc2OC)c1
 : 0.1	-15.3	-6.0	2.1
Cc1ccccc1CS(=O)(=O)CC1Nc2ccc(C(=O)NCc3cccs3)cc2NC1=O (configuration not stated)
 : -0.1	7.0	6.6	-1.1
COc1cc2nc(-c3ccccc3)nc(Nc3ccccc3)c2cc1OC
 : 0.1	1.1	2.1	-1.7
CCCc1n[nH]c(=S)n1CCOC
 : 0.1	-1.0	6.6	0.3
O=C(COc1ccccc1)NC1CCN(c2nc(-c3ccc(F)cc3)cs2)CC1
 : -0.1	9.9	2.6	-0.7
CCCC(=O)Nc1cc([N+](=O)[O-])ccc1Cl
 : 0.1	3.8	-15.1	1.1
CCOC(=O)COc1cc2c(C(=O)OC(C)C)c(C)oc2cc1Br
 : -0.1	6.3	-8.9	-0.9
Nc1c(C(=O)NCCC2=CCCCC2)sc(=S)n1CCc1ccccc1
 : -0.2	-10.7	-0.8	-0.3
CCOC(=O)c1sc(NC(=O)C(C)Sc2nnc(CNC(=O)c3cccs3)n2-c2cc(C)ccc2C)c(C(=O)OCC)c1C (configuration not stated)
 : -0.1	12.3	1.9	0.2
CCCS(=O)(=O)N1CCN=C1SCc1cccc(C(F)(F)F)c1
 : 0.0	3.9	-12.9	-0.1
O=C(NCc1cccc(C(F)(F)F)c1)c1cnc(-c2cccs2)s1
 : 0.0	3.2	5.6	1.5
Cn1c(SCC(=O)NCCc2ccccc2)nnc1-c1ccccc1N
 : 0.0	3.8	-7.6	-0.3
O=[N+]([O-])c1cccc(-c2csc(Cc3nnc(N4CCOCC4)n3-c3ccccc3)n2)c1
 : -0.2	14.5	-10.1	-0.2
O=C1OCC(c2ccccc2)=C1c1ccccc1[N+](=O)[O-]
 : -0.1	2.0	3.7	1.5
Cc1ccccc1NC(=O)CN(Cc1ccccc1)S(=O)(=O)c1ccccc1
 : 0.6	1.4	-3.1	1.7
Nn1c(-c2ccccc2)nc2c(c1=O)C1(CCCC1)Cc1ccccc1-2
 : -0.1	-6.4	-9.3	-1.4
COCCCN1C(=O)C(=O)/C(=C(\O)c2ccc(C)cc2)C1c1ccccc1Cl (configuration not stated)
 : -0.1	-0.6	-13.3	0.7
COc1ccc(-c2nc(CNS(=O)(=O)c3ccccc3)cs2)cc1
 : 0.1	-2.9	1.8	1.5
Cc1cncc2c(S(=O)(=O)N3CC[C@@H](NC(=O)c4ccc(Br)cc4Cl)C3)cccc12
 : -0.2	-14.7	3.4	-0.1
O=C1CC(c2ccc(Cl)cc2)CC2=C1C(c1cccc(Br)c1)Nc1ccccc1N2 (configuration not stated)
 : -0.1	2.9	-8.5	0.7
N=C1SCCN1CC(=O)c1ccc(O)cc1
 : 0.0	6.2	-11.0	-0.3
CCC(C)NC(=O)C1CCN(Cc2nc(-c3ccccc3C)oc2C)CC1 (configuration not stated)
 : 0.5	-1.0	-0.8	-0.8
O=C(COC(=O)c1cc(C(=O)OCC(=O)c2ccccc2)cc(C(=O)OCC(=O)c2ccccc2)c1)c1ccccc1
 : 0.6	-6.1	-7.3	0.5
CCCn1cc(-c2ccnc(Nc3ccc(-n4cnc(C)n4)cc3)c2)c(-c2ccc(F)cc2)n1
 : 0.4	-7.2	29.2	0.9
Cc1cccc(C(=O)Nc2nnc(-c3ccccc3Cl)o2)c1
 : 0.1	-9.9	-1.1	-1.1
CCOc1ccc(C(=O)Nc2cc(-c3nc4cc(C)cc(C)c4o3)ccc2C)cc1
 : 0.4	-4.0	7.3	-0.2
Cc1ncn(-c2ccc(Nc3nccc(Nc4ccccc4-c4ccn(C)n4)n3)cc2)n1
 : -0.2	21.3	10.5	2.3
O=C(Cn1nc2c3ccc(Cl)cc3ncn2c1=O)N1CCc2ccccc21
 : 0.8	-0.7	30.8	-0.9
O=C1N[C@@H](Cc2ccc(O)cc2)C(=O)N2CCN(Cc3nc(-c4ccc(F)cc4)cs3)C[C@H]12
 : 0.7	4.5	10.1	0.5

Single records, from the list above. Values in the order: FBW7 activator | TEAD-YAP inh | MITF primary | GPR151 activ
Entry for `COCCCN1C(=O)C(=O)/C(=C(\O)c2ccc(C)cc2)C1c1ccccc1Cl` (configuration not stated) = -0.1 | -0.6 | -13.3 | 0.7
Entry for `Nn1c(-c2ccccc2)nc2c(c1=O)C1(CCCC1)Cc1ccccc1-2` = -0.1 | -6.4 | -9.3 | -1.4
